# Bioassay records: PubChem BioAssay, National Center for Advancing Translational Sciences (NCATS)
# HTT cytoprotect – Huntington cell model cytoprotection by ATP luminescence | Potency, µM (series often up to 56.4 µM), without a hit: cytoprotection (ATP increase), most hits filed as activators | PC12 HTT-Q103 induced, cytoprotection, ATP luminescence, 40 h | 230,000 tested, 0.14% active;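 note: % of control where 0% means no effect; nearly all actives have a fitted effect of over 45% in size; toxic huntingtin expression switched on by the ecdysone agonist tebufenozide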
#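 Compounds added alongside 100 nM tebufenozide, which induces toxic Q103 huntingtin exon 1-GFP in stable PC12 cells; surviving cells quantified by luminescent ATP measurement. Medium: phenol red-free DMEM, 5% equine and 5% calf serum.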
# Tau fluor counter – counter-screen for tau fibril formation inhibitors. tau K18 P301L Alexa594 fluorescence, heparin fibrillization. Potency, µM (doses to about 57.7 µM), without a hit: at the top dose activity change, negative = decrease. 280,000 tested, 0.93% active. AID 1463; note: % is set by controls: 0 for no effect and ±100 for the full control effect; nearly all actives have a fitted effect of over 55% in size
#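 Human tau K18 P301L (15 uM unlabeled, 0.24 uM Alexa 594-labeled) in 100 mM sodium acetate pH 7 with 20 uM heparin, 6 hr at 37 C. ThT 30 uM added, 1 hr ambient; Alexa 594 FP and total fluorescence read at 555/632 nm.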
# Tau FP inhib – inhibitors of human tau fibril formation; AID 1468; P10636; K18 P301L tau heparin fibrillization, Alexa594 FP, 6 h; 280,000 tested, 0.39% active; Potency, µM (top dose mostly 57.7 µM), without a hit: at the highest dose activity, negative = inhibition, actives largely listed as inhibitors; note: % is set by controls: 0 for no effect and ±100 for the full control effect; nearly all actives have a fitted effect of over 55% in size
# Target sequence (P10636 561-689 P618L limits assumed): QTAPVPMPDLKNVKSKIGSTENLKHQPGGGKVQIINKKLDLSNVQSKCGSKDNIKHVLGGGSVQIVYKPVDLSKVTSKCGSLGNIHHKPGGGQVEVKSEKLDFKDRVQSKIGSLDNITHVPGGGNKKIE
#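 K18 P301L tau (15 uM unlabeled/0.24 uM Alexa 594-labeled, final) + compound + heparin 20 uM final; 100 mM NaOAc pH 7; 6 hr 37 C; ThT 30 uM final added, 1 hr RT; FP ex 555/em 632 nm.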
# L3MBTL1 block – inhibitors of human L3MBTL1 | 230,000 tested, 0.66% active | AlphaScreen L3MBTL1–H3K9me1 peptide binding | Q9Y468 | AID 485360 | Potency, µM (top dose mostly 57.1 µM), inactives show at the highest dose activity, negative = inhibition, hits mostly inhibitors; note: % is set by controls: 0 for no effect and ±100 for the full control effect; nearly all actives have a fitted effect of over 60% in size
#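 L3MBTL1 (50 nM) pre-complexed 30 min with biotinylated H3(1-15)K9me1 peptide (75 nM), then compounds added for 30 min at room temperature; AlphaScreen streptavidin donor/nickel chelate acceptor beads (10 ug/mL final) read after 30 min dark incubation.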
# Tau ThT inhib – inhibitors of human tau fibril formation, thioflavin T binding; 270,000 tested, 2.1% active; Potency, µM (highest dose often 57.4 µM), for inactives: top-dose activity, negative = inhibition, usual class: inhibitors; AID 1460; recombinant tau K18 P301L (four-repeat tau fragment), heparin-induced fibrillization, ThT fluorescence; P10636; note: % is set by controls: 0 for no effect and ±100 for the full control effect; nearly all actives have a fitted effect of over 55% in size
#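 K18 P301L tau (15 uM + 0.24 uM Alexa 594-tagged), heparin 20 uM, NaOAc pH 7, 6 h 37 C; ThT 30 uM, 1 h RT, ex 450/em 510 nm.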
# TRb SRC2 PPI – inhibitors of human thyroid hormone receptor beta-SRC2 interaction | 280,000 tested, 0.065% active | Potency, µM (top dose mostly 106 µM), for inactives: at the top dose activity change, negative = inhibition, actives largely listed as inhibitors | P10828 | TRbeta-SRC2 peptide binding, fluorescence polarization; receptor liganded with 1 µM T3;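 note: plate controls were bound peptide for no effect and peptide without receptor for full effect; nearly all actives have a fitted effect of over 50% in size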
#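 Human TRb ligand-binding domain (0.6 uM) is mixed with 20 nM Texas Red SRC2 peptide and 1 uM T3; after compound addition and 5 hr at ambient temperature, polarization is measured and normalized to unbound and bound controls.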
# TexasRed fluor – Texas Red fluorescence interference in TRb-SRC2 counter-screen; TRb/SRC2 Texas Red total fluorescence interference; Potency, µM (top dose mostly 106 µM), without a hit: at the highest dose fluorescence change, negative = quenching; 280,000 tested, 0.29% active; AID 1479; active = well fitted curve in either direction with a large enough effect; inconclusive = small, poorly fitted or top-dose-only effect; note: % is set by controls: 0 for no effect and ±100 for the full control effect
#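 Human TRb ligand-binding domain at 0.6 uM with 20 nM Texas Red SRC2 peptide in Tris buffer containing 1 uM T3 and 5% DMSO, incubated with compound 5 h at ambient temperature. Total fluorescence (555/632 nm) calculated as parallel + 2 × perpendicular.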
# RECQ1 helicase – RECQ1 (human) helicase inhibition; AID 2549; P46063; Potency, µM (series often up to 57.3 µM), for the others: at the highest dose activity, negative = inhibition, actives largely listed as inhibitors; RECQ1 DNA unwinding, red fluorescence kinetic read; 240,000 tested, 0.54% active;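 note: plate controls were vehicle for no effect and no enzyme for full effect; nearly all actives have a fitted effect of over 30% in size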
# Target sequence (P46063 whole entry, looked up): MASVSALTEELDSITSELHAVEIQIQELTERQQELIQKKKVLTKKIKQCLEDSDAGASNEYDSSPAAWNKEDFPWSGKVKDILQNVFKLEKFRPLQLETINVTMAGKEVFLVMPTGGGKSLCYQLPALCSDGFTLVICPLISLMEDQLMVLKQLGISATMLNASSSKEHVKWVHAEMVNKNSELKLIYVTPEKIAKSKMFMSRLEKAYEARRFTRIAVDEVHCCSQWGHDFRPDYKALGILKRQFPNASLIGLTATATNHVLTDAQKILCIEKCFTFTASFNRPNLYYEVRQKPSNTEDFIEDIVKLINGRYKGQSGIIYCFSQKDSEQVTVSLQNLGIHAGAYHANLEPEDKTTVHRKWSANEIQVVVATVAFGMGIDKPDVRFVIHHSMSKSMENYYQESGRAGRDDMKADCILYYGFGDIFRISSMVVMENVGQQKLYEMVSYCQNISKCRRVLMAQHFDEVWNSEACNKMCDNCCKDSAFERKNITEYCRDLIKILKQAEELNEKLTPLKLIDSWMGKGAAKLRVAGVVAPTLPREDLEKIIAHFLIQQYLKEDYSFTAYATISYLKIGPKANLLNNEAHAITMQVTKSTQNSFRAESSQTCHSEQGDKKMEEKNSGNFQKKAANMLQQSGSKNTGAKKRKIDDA
#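 RECQ1T1 50 nM; forked duplex (20 bp + 30-nt ss tails) 200 nM, ATP 2 mM final; pH 8.0, 2 mM MgCl2, 2.5 ug/ml poly(dI-dC); 15 min compound preincubation; discontinuous kinetic read over 2 h at RT.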
# An asterisk follows results filed as active; i = inactive; ? = inconclusive; . = not tested or not shown; [ ] = remark or other dose. Unless noted, calls come from the whole dose curve; as a rule, active = well fitted curve in the direction sought with a large enough effect; inconclusive = small, poorly fitted or top-dose-only effect, or another doubt; inactive = no such curve, though single readings can be large; an effect the other way counts as inactive or inconclusive. Potency is the fitted concentration of half-maximal effect.
Structure | HTT cytoprotect | Tau fluor counter | Tau FP inhib | L3MBTL1 block | Tau ThT inhib | TRb SRC2 PPI | TexasRed fluor | RECQ1 helicase
Fc1ccc(N2CCN(Cc3cnc(Oc4ccc(Br)cc4)s3)CC2)cc1 | -1% | -20% | 13% | . | -9% | -7% | -8% | i
Cc1cc(OCC(=O)NCCc2nc3ccccc3[nH]2)cc(C)c1Cl | . | -23% | -4% | . | -5% | 2% | 3% | .
CC(C)CC(NC(=O)C(CO)NC(=O)C1CCC(=O)N1)C(N)=O (centres undefined) | -25% | 11% | 7% | 8% | 4% | 3% | -1% | i
O=C1CSC2(CCCCC2)N1CCO | 3% | -4% | -5% | 0% | -4% | 0% | 2% | i
COc1ccc(CCNC(=O)C2CCCN(S(=O)(=O)c3cnc[nH]3)C2)cc1OC (centres undefined) | -10% | -3% | 1% | . | -3% | 6% | 2% | -6%
Cc1ccc(OCC(=O)Nc2ccc3c(c2)OCO3)cc1C | 6%[10 µM] | -25% | 14% | 4% | ? | -4% | -6% | -15%
Cc1ccccc1-n1c(=O)cc(NCC2CCCO2)[nH]c1=O (centres undefined) | 3%[10 µM] | -4% | -8% | -3% | -3% | -4% | -2% | 1%
CCOC(=O)c1c(-c2ccc(C)cc2)csc1NC(=O)C1CC=CCC1C(=O)O (centres undefined) | -29% | -1% | 5% | -5% | ? | -14% | -2% | -5%
COc1ccc(NC(=O)CN(C)Cc2c(F)cccc2Cl)cc1S(=O)(=O)N1CCCCC1 | . | -2% | 8% | -9% | -6% | 4% | -2% | -8%
O=C(NCCc1ccccc1)c1nc(-c2cccs2)no1 | -33%[inhibitor] | -13% | -4% | 12% | -6% | -1% | 0% | i
Cc1ccc(-n2cc(CNCCc3cscn3)c(-c3ccc(F)cc3)n2)cc1 | -11%[10 µM] | -27% | ? | -4% | -17% | 2% | 3% | i
Cc1ccc(-n2cc3ccc([N+](=O)[O-])cc3n2)cc1 | -14%[10 µM] | -24% | 0% | 5% | ? | -3% | -6% | 0%
CS(=O)(=O)N1CCSC1c1ccc(Br)cc1 (centres undefined) | -4%[10 µM] | -5% | -3% | 5% | -2% | 7% | 0% | i
CCCCCCN1N=C(C)C(C(=O)c2ccc(Cl)cc2)C1=O (centres undefined) | -48%[inhibitor] | -6% | -3% | -6% | -8% | 2% | -6% | i
CCCOc1ccc(OCCOCCNCc2ccccc2)cc1 | -12%[10 µM] | -6% | -4% | -2% | -12% | -7% | 1% | i
Cc1ccc(-c2csc(N(Cc3ccco3)C(=O)c3cccs3)n2)cc1 | -29% | -16% | -6% | . | 1% | -7% | -4% | 5%
IC(I)I | -2% | . | . | . | . | -6%[201 µM] | -2%[201 µM] | 3%
[N-]=[N+]=CC(=O)CNC(=O)[C@@H](Cc1ccccc1)N1C(=O)c2ccccc2C1=O | -9%[0.074 µM] | 5% | -1% | 6% | 1% | -3% | -4% | -4%
Cc1cc(-c2ccc(C)c(S(=O)(=O)Nc3ccccn3)c2)on1 | . | -8% | 1% | . | -9% | -3% | 0% | .
COc1ccccc1N(CC(=O)NC(C)C)S(=O)(=O)c1cccs1 | 1%[10 µM] | 3% | 1% | 4% | 1% | -2% | 5% | 2%
Cc1noc(N)c1C1(O)C(=O)N(C(C)C)c2ccccc21 (centres undefined) | -17% | -4% | 1% | . | -7% | -4% | 1% | 1%
CCCCN(C(=O)CSc1nnc2ccccn12)c1c(N)n(Cc2ccccc2)c(=O)[nH]c1=O | -3%[10 µM] | 0% | -11% | -19% | 6% | 0% | -2% | 1%
CCCCOC(=O)Cn1c(=O)c2c(nc(Br)n2Cc2ccccc2)n(C)c1=O | -11%[10 µM] | -15% | 3% | 1% | -15% | 4% | -4% | -8%
O=C(c1cc(Cl)ccc1Cl)N1CCN(c2ccccn2)CC1 | -2% | 14% | 10% | 3%[11.4 µM] | 4% | 3% | 1% | i
CC(C)CCn1c(=O)c2ccccc2n2c(CN3CCOCC3)nnc12 | 23% | -6% | 6% | . | 0% | 1% | 2% | 4%
CCOC(=O)c1c(N=CN(C)C)c(C#N)n2c1CCC2 | -1% | 4% | 0% | 10% | -5% | -5% | -4% | i
COc1ccc(C(=O)C2CCCN(C(=O)C3=CCCC3)C2)c(C)c1 (centres undefined) | 15%[10 µM] | 1% | 8% | -8% | -3% | -6% | -3% | -28%
O=[N+]([O-])c1cc2c(cc1/C=N/Nc1nc(Nc3ccccc3)nc(N3CCCCC3)n1)OCO2 | -14% | -19% | 9% | -6% | ? | 3% | 2% | -2%
Cc1ccccc1-c1nc(CS(=O)CC(=O)NCCN2CCOCC2)c(C)o1 (centres undefined) | -7% | -4% | 5% | . | -12% | 8% | 0% | -11%
CSc1nsc(/C=C/Nc2ccc(C)c(C)c2)c1C#N | -30% | -29% | 12% | -2% | ? | -6% | 3% | -10%

# The final two compounds of the section above open the next one:
Structure | HTT cytoprotect | Tau fluor counter | Tau FP inhib | L3MBTL1 block | Tau ThT inhib | TRb SRC2 PPI | TexasRed fluor | RECQ1 helicase
Cc1ccccc1-c1nc(CS(=O)CC(=O)NCCN2CCOCC2)c(C)o1 (centres undefined) | -7% | -4% | 5% | . | -12% | 8% | 0% | -11%
CSc1nsc(/C=C/Nc2ccc(C)c(C)c2)c1C#N | -30% | -29% | 12% | -2% | ? | -6% | 3% | -10%
CCCc1nc2nc(C)c(NS(=O)(=O)c3ccc(C)c(C)c3)c(=O)n2[nH]1 | . | -7% | 0% | . | -6% | 4% | -3% | .
Cc1ccc(C(=O)Nc2ccccc2F)cc1S(=O)(=O)N1CCOCC1 | . | -2% | 7% | . | 13% | -5% | 5% | .
O=C(Oc1ccc(N(C(=O)c2ccncc2)S(=O)(=O)c2ccc(F)cc2)cc1)c1ccncc1 | 1% | -8% | 8% | . | ? | -7% | -2% | -2%
Cc1ccc(S(=O)(=O)N2CCOC2CNC(=O)C(=O)NCc2ccncc2)cc1 (centres undefined) | 9%[10 µM] | -30% | -3% | . | . | 0% | -2% | -4%
C/C(CCN1CCCc2nc(C)c(C)cc21)=N\O[C@@H](C)c1cc(-c2c(C)cc(C)cc2C)no1 | ? | -1%[11.6 µM] | 7%[11.6 µM] | . | -1%[11.5 µM] | -2%[11.2 µM] | -1%[11.2 µM] | -5%[11.5 µM]
CC(CCn1cccn1)NC(=O)c1cc(COc2ccc(F)cc2F)on1 (centres undefined) | 44%[10 µM] | -8% | -7%[2.34 µM] | -2% | -3% | -9% | -6% | 10%
COc1ccc(-n2c(-c3ccc(C)cc3)n[nH]c2=S)cc1 | -20%[10 µM] | 0% | 8% | -1% | -3% | -9%[53 µM] | -3%[53 µM] | -17%
O=C(CCCn1c(=O)c2ccccc2n(CC(=O)Nc2cccc(Cl)c2)c1=O)NCc1ccc2c(c1)OCO2 | . | ? | ? | . | ? | -4% | 4% | .
O=C(NN=C1C2CC3CC1CC(Cl)(C3)C2)c1ccccn1 | -94%[inhibitor] | -6% | -4% | . | -14% | 2% | -1% | -2%
CC(=O)c1nn(-c2cccc(Br)c2)cc1C(=O)c1ccc(Cl)cc1 | . | 4% | 2% | 6% | 7% | 7% | 0% | -1%
N#Cc1ccccc1OCCN1C(=O)c2ccccc2C1=O | -2% | 1% | -3% | 28%[11.4 µM] | 1% | -1% | -1% | 3%
Cc1nc2c(-c3ccc(F)cc3)c(C)nn2c(C)c1CCC(=O)NCc1ccco1 | -10% | -13% | -5% | . | -10% | -8% | -3% | -6%
O=C(OCc1ccc(F)cc1)c1ccc2ccccc2n1 | -12%[10 µM] | -8% | -10% | 21% | ? | -6% | -2% | -6%
CCOC(=O)CCN1C(=O)[C@H]2[C@H]3[C@H](O)[C@H](O)C/C(=N/OCc4ccccc4)[C@@H]3CC[C@@H]2C1=O | 17%[10 µM] | -4%[11.6 µM] | 0%[11.6 µM] | . | -2%[11.5 µM] | 0%[11.2 µM] | 1%[11.2 µM] | 1%[11.5 µM]
Cc1ccc(Cn2ncn3c(cc4ccccc43)c2=O)cc1 | 1% | ? | -10% | 16% | -10% | 2% | -4% | -19%
Cc1ccc(N(CC(O)COCc2ccco2)S(=O)(=O)c2ccc(C)cc2)cc1 (centres undefined) | 2%[10 µM] | -23% | ? | . | 32µM* | -8% | 1% | -21%
CCCCN1C(=O)c2ccccc2C1C(=O)NC1CCCC1 (centres undefined) | -7% | -2% | -6% | 5% | -6% | 2% | -3% | i
CCN(CC)CCCNC(=O)c1oc2c(c1C)-c1nn(Cc3ccc(Cl)cc3)cc1CC2 | . | -16% | ? | . | -3% | -2% | 1% | .
CCc1ccc(C(=O)c2cn(CC(=O)Nc3ccc4c(c3)OCCO4)c3ccc(C)cc3c2=O)cc1 | . | -16% | ? | . | 5% | 3% | -1% | .
CCc1cc(C(=O)N2CCCC(C(=O)c3cccc(OC(C)C)c3)C2)n(C)n1 (centres undefined) | 30%[10 µM] | -9% | -7% | 8% | -6% | -4%[53 µM] | 0%[53 µM] | -19%
CCOC(=O)c1cc2c(=O)n3ccccc3nc2n(CC(C)C)c1=NC(=O)c1ccco1 | 12%[10 µM] | -7% | -2% | -9% | ? | 2% | 0% | 0%
Cc1nn(-c2ccccc2)c(C)c1/C=N/NC(=O)CSc1nnc(-c2ccccc2)n1-c1ccc(Cl)cc1 | -13%[10 µM] | 7% | 0% | 13% | 12% | -7% | -7% | -2%
CCCCN1CC(COc2ccccc2)OC1=O (centres undefined) | -13% | -12% | -6% | 40%[activator] | -5% | -19% | 0% | -7%
COc1ccccc1NC(=S)NNC(=O)c1ccc(O)cc1 | -4% | -6% | -4% | . | -2% | 5% | -1% | -15%
CCOC(=O)N1CCC2(CC1)C(C#N)=C(N)OC1=C2C(=O)CCC1 | 22%[10 µM] | 2% | -3% | 4% | -8% | -2% | -2% | 15%

# An excerpt; count on the stated rates, not on these rows.
